Compound activity: PubChem BioAssay, Broad Institute
Xi reactivation = activators of inactive X chromosome reactivation, primary screen, imaging, XiGFP fibroblasts, GFP high-content imaging, set 2. AID 743238, 2013. activation, % at 7.58 µM. actives 0.055% (n = 360,000). XiGFP mouse fibroblasts, % GFP-positive cells imaging, 3 d; cells co-treated with 5-aza-dC sensitizer; scaled so ellipticine positive control = 100%;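 active means mean normalized replicate activation at least 10% and every replicate at or above 10%; inconclusive means only one of the two criteria met; inactive means mean below 10% and not all replicates reach 10%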;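 further: 0% = median of on-plate neutral control wells and 100% = ellipticine 6 µM median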
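assay system = SV40-immortalized XiGFP fibroblast cells, line 68-5-11 | buffer or medium = DMEM plus 5-aza-dC sensitizer | doses = single-point pinned compound dosing | times = 3-day compound exposure, then 15 min fixation at room temperature | benchmarks = positive control ellipticine, 6 µM final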
CASP6 VEID inh = human caspase-6 inhibitors, primary screen, biochemical, VEID-R110 fluorescence, single point, set 2; P55212; purified caspase-6, Z-VEID-R110 cleavage fluorescence; inhibition, % at 12.5 µM; actives 0.53% (n = 350,000); AID 686996, 2013;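 active means mean inhibition across replicates at least about 35%, with every replicate also reaching that limit, limit read from the data; inconclusive means only one of the two criteria met; inactive means neither criterion met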;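 further: 0% = median of neutral control wells and 100% = no fluorescence left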
E-selectin induc = E-selectin induction in HUVECs, primary screen, imaging, HUVEC, immunofluorescence imaging, single point; P16581; normalized: neutral wells 0, TNF-alpha wells 100; activation, % at 7.58 µM; actives 0.37% (n = 260,000);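 active means mean E-selectin-positive cell signal at least 10% of the positive control, reached in at least 60% of replicates, without over 20% cell loss; inconclusive means no rule given, readout overlaps actives, possibly toxicity-flagged; inactive means the rest, including those meeting only one limit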;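 further: in these data hits start at about 27%; measured in HUVEC primary endothelial cells; signal is the percent of cells scored E-selectin positive by PE staining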
Target sequence (P16581 whole entry, looked up): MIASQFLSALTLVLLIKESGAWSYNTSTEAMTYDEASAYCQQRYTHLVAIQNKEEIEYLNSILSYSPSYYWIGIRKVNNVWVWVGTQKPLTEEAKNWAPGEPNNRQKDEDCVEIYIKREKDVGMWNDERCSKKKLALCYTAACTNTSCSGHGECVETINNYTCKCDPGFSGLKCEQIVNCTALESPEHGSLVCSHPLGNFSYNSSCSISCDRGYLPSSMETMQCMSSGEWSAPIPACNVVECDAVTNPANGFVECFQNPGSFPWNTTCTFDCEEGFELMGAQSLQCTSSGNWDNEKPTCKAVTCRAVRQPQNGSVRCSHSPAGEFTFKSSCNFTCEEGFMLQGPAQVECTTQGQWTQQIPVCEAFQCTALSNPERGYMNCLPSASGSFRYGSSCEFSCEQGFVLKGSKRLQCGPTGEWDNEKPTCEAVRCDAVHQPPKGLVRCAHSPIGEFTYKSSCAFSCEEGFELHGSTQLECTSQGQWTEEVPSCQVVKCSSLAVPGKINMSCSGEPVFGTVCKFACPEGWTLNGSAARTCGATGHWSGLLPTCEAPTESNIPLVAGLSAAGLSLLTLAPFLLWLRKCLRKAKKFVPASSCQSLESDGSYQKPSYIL
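Test system – human umbilical vein endothelial cells (HUVEC), E-selectin induction · Input – 3,000 HUVEC seeded per well · Buffer or medium – EGM-2, gelatin · Compound dosing – single-point compound dose · Detection – immunofluorescence imaging · Measure – percent E-selectin-positive cells · Controls – TNF-alpha high, DMSO low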
RAD52 anneal inh = RAD52 DNA annealing inhibitors, primary screen, biochemical, FRET, single point, set 2; inhibition, % at 18.7 µM; DNA repair protein RAD52 homolog (Homo sapiens), P43351; actives 0.46% (n = 360,000); recombinant RAD52 DNA annealing, FRET fluorescence; AID 651710, 2012;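 active means every replicate showing at least 50% inhibition; inconclusive means mean inhibition at least 50% but not in every replicate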
Target sequence (P43351 whole entry, looked up): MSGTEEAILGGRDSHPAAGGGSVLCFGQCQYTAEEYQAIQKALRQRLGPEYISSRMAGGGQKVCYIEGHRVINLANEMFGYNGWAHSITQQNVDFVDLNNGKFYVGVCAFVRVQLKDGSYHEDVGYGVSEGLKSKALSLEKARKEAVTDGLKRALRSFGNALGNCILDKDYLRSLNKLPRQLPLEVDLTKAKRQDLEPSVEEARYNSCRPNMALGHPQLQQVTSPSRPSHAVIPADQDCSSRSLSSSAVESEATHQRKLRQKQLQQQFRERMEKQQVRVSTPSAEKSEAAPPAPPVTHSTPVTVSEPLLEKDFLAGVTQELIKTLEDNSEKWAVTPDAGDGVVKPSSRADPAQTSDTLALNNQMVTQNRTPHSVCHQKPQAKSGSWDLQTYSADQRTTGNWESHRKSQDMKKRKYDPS
INS-1E GSIS act = GLuc luminescence reporter in INS-1E cells, primary screen for activators of glucose-dependent secretion of insulin | activation, % at 16.6 µM | INS-1E GLuc reporter insulin secretion, 2-3 h | actives 0.61% (n = 370,000);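 active means lowest replicate activation of at least 40%, so every replicate reaches that level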;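 further: 0% = median of neutral control wells and 100% = median of IBMX positive control wells; some compounds called inactive have numbers as strong as hits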
DENV2 CPE = inhibitors of DENV2 cytopathic effect, primary screen, cell-based, plate reader, single concentration; CPE inhibition, % at 9.99 µM; DENV2-infected cells, cytopathic effect rescue; AID 651640, 2012; actives 1.7% (n = 350,000); in the data active means CPE inhibition above about 20%, passing the limit was not always enough; inconclusive means no clear call, values can overlap the other calls; tested in BHK-21 cells;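 further: 0% = median of neutral control wells and 100% = median of positive control wells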
F508del corr = F508del CFTR correction, initial screen, CFBE line, single point; CFBE cells, YFP halide quenching; stimulated with forskolin plus potentiator P3; % fluorescence drop versus neutral controls; activity (quench increase), % at 7.58 µM; actives 0.36% (n = 350,000); AID 720511, 2013;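 active means mean added fluorescence quench of at least 8% versus neutral control, with both replicates also reaching 8%; inconclusive means only one of the mean or replicate conditions met; inactive means mean below 8% and not both replicates reaching 8%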;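 further: cells transiently co-express mutant CFTR-F508del with the halide-sensitive YFP; corrector assay measuring rescue of mutant channel to the surface after 24 h compound exposure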
RAD54 inh = inhibitors of human RAD54 branch migration, primary screen, biochemical, fluorescence, single point. RAD54 Holliday junction branch migration, FAM/BHQ fluorescence. actives 0.14% (n = 360,000). inhibition, % at 10.4 µM. DNA repair and recombination protein RAD54-like (Homo sapiens), Q92698. AID 602329, 2012;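 active means mean normalized replicate activity at least 40 and at least half of replicates scoring 40 or more; inconclusive means only one of the two criteria met; inactive means mean below 40 and under half of replicates reaching 40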;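 further: 0% = median of neutral control wells and 100% = median of positive control wells; inhibitors cause a drop in the FAM fluorescence signal; in these data hits start at about 50%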
Starred values were filed as active, the others as inactive; ? = inconclusive; / = no result given. No enrichment for hits; about 3.7% have a hit in one of these screens.

item | structure | Xi reactivation | CASP6 VEID inh | E-selectin induc | RAD52 anneal inh | INS-1E GSIS act | DENV2 CPE | F508del corr | RAD54 inh
1 | C[C@@H]1CN([C@H](C)CO)C(=O)Cc2cc(NS(=O)(=O)c3ccccc3)ccc2O[C@H]1CN(C)S(=O)(=O)c1cccs1 | -0.5 | 1 | -0.3 | 15 | 11 | 0 | -1.5 | 1
2 | CS(=O)(=O)N1[C@H](C(=O)NCC2CC2)[C@@H](CO)[C@@H]2Cn3c(ccc(-c4ccccc4F)c3=O)[C@@H]21 | 0.5 | 0 | 0.4 | -4 | -2 | -8 | -0.9 | /
3 | c1ccc(CCNc2cc(-c3ccc4ccccc4c3)nc3ccnn23)nc1 | 0.2 | 1 | ? | 4 | -5 | 10 | -0.5 | -5
4 | COc1cc(C)ccc1OCC(=O)Nc1ccccc1N1CCOCC1 | 0.2 | -1 | ? | -5 | -17 | 3 | 0.6 | 0
5 | C[C@H]1CN([C@@H](C)CO)C(=O)c2cc(NC(=O)Cc3cn(C)c4ccccc34)ccc2O[C@@H]1CN(C)C(=O)Nc1ccccc1 | 3.1 | -4 | 0.0 | -3 | -2 | -10 | 0.3 | -11
6 | CCOc1ccc(Nc2cc(C)nc3nc(C)nn23)cc1 | 0.3 | 1 | 0.0 | 10 | -1 | 6 | -1.2 | -6
7 | CN(C)CCN(C(=O)CN1C(=O)c2ccccc2C1=O)c1nc2cc3c(cc2s1)OCO3 | 0.1 | -7 | / | 58* | 25 | 2 | 0.7 | 60*
8 | COc1ccc(NC(=O)c2sccc2OS(=O)(=O)N(C)C)cc1 | 0.0 | -3 | / | -21 | -10 | 11 | -2.3 | /
9 | O=C(/C=C/c1ccccc1)NCC(=O)N/N=C\c1cccnc1 | 0.0 | -1 | 0.0 | 4 | -1 | -5 | -0.8 | /
10 | CC(C)(C)C1CCN2CCC[C@](c3ccccc3)(C1)C2OCCCO (some centres not stated) | -0.1 | 4 | / | -59 | / | -7 | 2.7 | /
11 | CC=Cc1ccc2n(c1=O)C[C@H]1[C@H](CO)[C@@H](C(=O)N(C)C)[C@@H]2N1C(=O)c1ccc(F)cc1 (mixture of isomers) | 0.3 | -2 | -0.3 | -13 | 3 | 0 | / | 7
12 | Fc1ccccc1-c1nc2ccccc2[nH]1 | -0.2 | -2 | / | -2 | 19 | -12 | -1.2 | /
13 | CO[C@H]1CN(C)C(=O)c2ccc(NC(=O)C3CCC3)cc2OC[C@@H](C)N(Cc2ccncc2)C[C@@H]1C | 0.0 | 3 | 0.4 | 4 | -2 | -5 | 2.9 | -4
14 | O=C(NCC1CC1)[C@@H]1[C@@H](CO)[C@@H]2Cn3c(ccc(-c4cccnc4)c3=O)[C@H]1N2C(=O)C1CC1 | 0.5 | -2 | 0.0 | 2 | 5 | 1 | / | 7
15 | Cc1cc2nc(-c3cccnc3SCC(=O)NCc3ccco3)[nH]c2cc1C | / | 11 | / | -29 | / | 12 | -1.3 | /
16 | O=C1c2ccccc2NC(c2ccc(-c3ccc(Br)cc3)o2)N1O (configuration not stated) | / | 8 | / | -46 | 21 | 0 | 5.0 | 5
17 | O=C(O)CCn1c(SCCc2ccccc2)nc2ccccc21 | 0.6 | 0 | / | -15 | / | -3 | -2.2 | /
18 | CN(C)/C=N/c1cc(=O)n(Cc2ccccc2)c(=O)n1C | 0.0 | 1 | 0.0 | 3 | / | 0 | -3.0 | -7
19 | CCCN(C)C[C@H]1Oc2ncc(C#CCN(C)C)cc2C(=O)N([C@@H](C)CO)C[C@@H]1C | 0.2 | 1 | 0.0 | 11 | 24 | -2 | -3.0 | -9
20 | O=C(c1ccc(N2CCCC2=O)cc1)N1CCN(c2ccc(Cl)cc2)CC1 | 0.1 | 4 | / | -7 | -18 | 2 | -1.7 | -27
21 | CN(C)C(=O)C[C@@H]1C[C@H]2c3cc(NC(=O)Nc4ccc(C(F)(F)F)cc4)ccc3O[C@H]2[C@H](CO)O1 | 0.3 | 1 | 3.7 | -11 | -11 | 3 | -2.7 | 8
22 | CCN(CC)c1ccc(S(=O)(=O)N2CCCCC2)cc1NC(=O)C1CSC2(C)CCC(=O)N12 (configuration not stated) | 0.0 | -100 | 0.5 | 3 | -35 | 4 | 3.9 | -1
23 | CC(=O)Nc1cccc(NC(=O)CSc2nccn2Cc2ccccc2)c1 | 0.0 | -1 | 16 | -1 | -12 | -8 | 1.1 | -11
24 | Cc1ccc(NC(=O)c2c(C(=O)Nc3ccccc3)sc3nc(C)cc(=O)n23)cc1 | 0.1 | -1 | / | -18 | 16 | -4 | 0.7 | /
25 | Cn1c(=O)n(C)c2cc(NC(=O)c3ccc(F)cc3)c(Br)cc21 | 0.0 | -2 | / | -10 | 18 | -4 | 1.4 | 7
26 | C[C@@H]1CN([C@H](C)CO)C(=O)c2cc(-c3ccc(F)cc3)cnc2O[C@H]1CN(C)C(=O)c1ccncc1 | -0.1 | / | -0.4 | / | 5 | / | 2.4 | /
27 | Cc1cccc(C(=O)NCC(=O)NC2CCN(Cc3ccccc3)CC2)c1 | -0.2 | -2 | -0.3 | 10 | 32 | 11 | -0.7 | -6
28 | O=C(N/N=C/c1cccc(OCc2ccccc2)c1)c1ccc(Br)cc1 | 0.9 | -4 | / | 3 | -16 | 20 | -3.7 | /
29 | CCCCNC(=O)C1(C)CCCCN1C(=O)c1ccc2sccc2c1 (configuration not stated) | 0.1 | 2 | 0.3 | 3 | 2 | 7 | -1.0 | 1
30 | O=S(=O)(c1ccc(Cl)cc1)N1CCc2ccccc21 | 0.0 | 1 | / | -83 | -17 | 4 | -7.4 | -6
31 | CCNC(=O)[C@@H]1[C@@H](CO)[C@@H]2Cn3c(ccc(C4=CCCCC4)c3=O)[C@@H]2N1CC1CC1 | 0.3 | 0 | -0.2 | -17 | -8 | 3 | 0.1 | -2
32 | Nc1ccn([C@@H]2O[C@H](CNC(=O)[C@@H](Cc3cccnc3)NC=O)[C@@H](O)[C@H]2O)c(=O)n1 | 0.2 | 1 | 0.7 | -10 | 7 | -3 | -2.7 | -9
33 | C=CCN=C1NN=C(c2ccc3c(c2)OCCO3)CS1 | 0.0 | 2 | / | -23 | 10 | -2 | -1.9 | -6
34 | Cc1noc(C)c1NC(=O)N(C)C[C@@H]1Oc2c(NC(=O)c3cnccn3)cccc2C(=O)N([C@@H](C)CO)C[C@@H]1C | -0.2 | 2 | -0.1 | 7 | 6 | 0 | 1.0 | 5
35 | O=C(C[C@@H]1CC[C@@H](NC(=O)c2ccc(F)cc2)[C@H](CO)O1)NCCc1ccncc1 | -0.3 | -1 | -0.3 | 12 | 9 | -4 | -1.6 | -13
36 | NS(=O)(=O)c1ccc(NC(=O)COC(=O)Cn2cnc3ccccc3c2=O)cc1 | 0.0 | -2 | / | -1 | / | 7 | 0.3 | -4
37 | Cc1ccc(S(=O)(=O)Nc2cc3c4c(c2)C(C)C(=O)N4CCC3)cc1 (configuration not stated) | 0.0 | 5 | 0.5 | -14 | 9 | -3 | -0.7 | 0
38 | CN1CCN(c2ccncc2S(=O)(=O)N2CCCCC2)CC1 | -0.1 | -3 | 0.0 | -10 | 41 | -4 | 1.8 | 13
39 | CCN(CC)S(=O)(=O)c1cccc(NC(=O)CCNC(=O)c2ccc([N+](=O)[O-])cc2)c1 | 0.5 | 0 | / | -5 | -17 | -8 | -1.8 | 3
40 | CC(=O)c1c(C)[nH]c(C(=O)N2c3ccccc3CC2C)c1C (configuration not stated) | 0.2 | 2 | 1.5 | -9 | / | 1 | 2.7 | -2
41 | O=C(C[C@H]1C[C@H]2c3cc(NC(=O)C4CCOCC4)ccc3O[C@H]2[C@@H](CO)O1)NCCc1ccccc1 | 0.2 | -1 | -0.5 | 3 | -3 | 0 | -0.8 | 6
42 | COCc1c(C(=O)NCCc2ccc(OC(F)F)cc2)oc2ccccc12 | 0.0 | 0 | 5.0 | -16 | -41 | -1 | -3.1 | 10
43 | CCC1(c2ccc(F)cc2)NC(=O)N(CC(=O)NCc2ccc(C)cc2)C1=O (configuration not stated) | 0.0 | 1 | -0.2 | -8 | -17 | 1 | -1.1 | 12
44 | COc1ccc(S(=O)(=O)N2CCOCC2)cc1NC(=O)Cc1ccsc1 | 0.1 | 0 | 0.9 | -11 | / | 3 | -0.7 | 5
45 | CN1OC[C@@H]2CN(C(=S)Nc3cc(C(F)(F)F)cc(C(F)(F)F)c3)[C@H](c3ccccc3Br)C[C@@H]21 | 0.5 | -1 | -0.4 | 22 | / | 0 | -2.0 | /
46 | Nc1nc(SCC(=O)N2CCN(c3ccc(F)cc3)CC2)n[nH]1 | 0.1 | 2 | 4.0 | 4 | 6 | 40* | 1.5 | -8
47 | CC(=O)Nc1cccc(NC(=O)c2ccc(COc3ccccc3)cc2)c1 | 0.1 | 3 | -0.3 | -4 | 0 | 9 | -1.7 | 3
48 | COC(C[C@@H](O)C[C@@H](O)COCc1ccccc1)OC | 0.0 | 1 | / | -4 | -5 | -3 | 2.2 | -10
49 | COc1cccc(C#Cc2ccc([C@@H]3[C@@H](C#N)N(C(=O)C4CCCC4)[C@@H]3CO)cc2)c1 | -0.1 | 1 | 0.1 | -17 | -12 | 11 | 1.3 | /
50 | Cc1cc(C)nc(NS(=O)(=O)c2ccc(NC(=O)Cc3ccccc3F)cc2)n1 | 0.2 | 0 | -0.1 | -22 | 33 | -2 | -0.2 | -6
51 | Cc1ccc(C)c(S(=O)(=O)N2CCN(C(=O)[C@@H]3CCCN3C(=O)c3cccs3)CC2)c1 | -0.1 | 0 | / | -3 | -1 | 13 | -1.6 | -17
52 | O=C(Nc1c(-c2ccccc2)[nH][nH]c1=O)c1ccc(-c2ccccc2)cc1 | 0.1 | 2 | 0.1 | -13 | -15 | 2 | 0.6 | /
53 | COC(=O)C[C@H](NC(=O)Cn1cnc(C(=O)Nc2ccc(C)c(C)c2)n1)C(=O)OC | 0.0 | 3 | 0.4 | -10 | 0 | -4 | -3.1 | 1
54 | CCOC(=O)C1=C(C)Nc2nc3ccccc3n2C1c1ccc(O)cc1 (configuration not stated) | 0.1 | 0 | / | -9 | 11 | -4 | -0.9 | -5
